S3 lipid droplet: qHTS Assay for Lipid Storage Modulators in Drosophila S3 Cells | Drosophila S3 cells, BODIPY lipid droplet fluorescence, 18-24 h; cells fed with added oleic acid | lipid storage change, negative = inhibition, % at the top dose, mostly 46.1 µM; hits show Potency in µM | actives 0.64% (n = 320,000) | AID 2685, 2010; active means well fitted inhibition curve with a large enough effect in the signal ratio, with a control signal flat, not every such curve was filed as active; inconclusive means small, poorly fitted or top-dose-only effect, or effect the other way, or a change in a side signal; the % refers to the signal ratio
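Drosophila S3 cells loaded with oleic acid (400 uM, as added) and compounds at several concentrations; lipid droplets imaged by 488-nm laser-scanning cytometry, 500–530 nm intensity and object ratio to cell channel. Percent activity normalized to 20 uM Triacsin C.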
S3 lipid droplet cell count max: further read-out of S3 lipid droplet, marked with its call; cell number change, %; measured here: cell count max response;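 cells counted by Cell Tracker Red CMTPX staining in the red channel; peak over a dose series mostly up to 46.1 µM; percent activity relative to internal control wells on each plate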
Starred values were filed as active, the others as inactive; i = inactive; ? = inconclusive; . = not tested or not shown; [ ] = another dose, or the depositor's remark. On the % scale 0 is the no-effect control and ±100 the full control effect; potency means the concentration at half of the fitted maximal effect. This is a subset; the hit share may differ from the screen's.

Compound | S3 lipid droplet | S3 lipid droplet cell count max
C/C(CC(=O)NC1CCCCC1)=N\NC(=O)c1ccccn1 | ? | .
CS(=O)(=O)c1ccc2nc(NC(=O)CCNC(=O)c3ccc(Cl)cc3)sc2c1 | ? | .
COC(=O)CSc1nnc(CNc2nc(-c3ccccc3)cs2)n1C | 6.1% | 12.8
COc1cc(C2C(N3C(=O)c4ccccc4C3=O)C(=O)N2c2ccc(C)c(C)c2)cc(OC)c1OC (stereo not drawn) | -4.1% | 3.5
Cc1ccsc1C1C(C#N)=C(N)OC2=C1C(=O)CCC2 (stereo not drawn) | ? | .
COc1ccc(NC(=O)c2cc(S(=O)(=O)N3CCCC3)oc2C)cc1 | 7.2% | 5.4
O=C1C2C(c3ccccc3)C=CC(c3ccccc3)C2C(=O)N1c1ccccn1 (stereo not drawn) | 28.3% | 6.8
COc1ccc(OC)c(C2C=C(C34CC5CC(CC(C5)C3)C4)NC(=S)N2)c1 (stereo not drawn) | -2.8% | -17.1
CC1Cc2ccccc2N1C(=O)COC(=O)c1cccnc1Cl (stereo not drawn) | 11.9% | 12.8
O=C(COc1ccc(F)cc1Cl)Nc1ccc(S(=O)(=O)Nc2nccs2)cc1 | ? | .
COc1ccc(/C=C(\C#N)c2c[nH]c3ccccc23)cc1 | ? | .
Cc1ccc(N(C(=O)c2csnn2)C(C(=O)NC2CCCC2)c2cccnc2)cc1 (stereo not drawn) | i | -4.8
Cc1ccsc1C1CC(=O)NC2=C1C(=O)CC(C)(C)C2 (stereo not drawn) | 19.3% | 6.4
Clc1ccc(CN(CC2CCCO2)C(c2cccs2)c2nnnn2C2CCCC2)cc1 (stereo not drawn) | -0.3% | 5.0
COC(=O)c1ccccc1NC(=O)CSc1n[nH]c(CC(C)C)n1 | ? | .
O=C(NCCN1CCOCC1)c1cc2n(n1)C(C(F)(F)F)CC(c1ccc(F)cc1)N2 (stereo not drawn) | ? | .
COc1ccc(C(=O)CCC(=O)N2CCN(c3ccccc3)CC2)cc1 | ? | .
O=C(NCCc1c[nH]c2ccccc12)/C(=C/c1cccnc1)NC(=O)c1ccccc1 | 1.6% | 17.0
CCCCSc1nc2ccccc2n1CC(=O)O | -2.4% | -9.7
Nc1ccc2c(c1)sc1ccccc12 | 3.3% | 24.4
Cc1ccc(C(=O)N(CC(C)C)c2nc3ccccc3s2)o1 | ? | .
O=C(NC1CCCC1)C(c1cccs1)N(C(=O)c1ccco1)c1ccc2c(c1)OCO2 (stereo not drawn) | 3.2% | 3.4
CCc1ccc2c(c1)C(c1ccc([N+](=O)[O-])cc1)=NNC(c1ccccc1)=N2 | -5.0% | -9.9
Nn1c(SCC(=O)Nc2c(F)cc(F)cc2Br)nnc1C1CCCCC1 | i | .
Cc1cc(C(C)(C)C)cc(C)c1CCNC(=O)c1ccc[n+]([O-])c1 | ? | .

Going on with the list.
Compound | S3 lipid droplet | S3 lipid droplet cell count max
Cc1cc(SCC(=O)OC(C)C(=O)N(C)c2ccccc2)nc2ccccc12 (stereo not drawn) | ? | .
Cc1ccc(S(=O)(=O)Cc2ccc(C(=O)N3CCN(c4ccc(F)cc4)CC3)o2)cc1 | ? | .
CCOC(=O)N1CCN(C(=O)Nc2ccc3nc(-c4ccccn4)c(-c4ccccn4)nc3c2)CC1 | ? | .
N/C(Cc1ccc(Cl)cc1Cl)=N\OC(=O)Cc1ccc(Cl)cc1 | ? | .
CCOC(=O)[C@H]1[C@H]2COc3ccc(C)cc3[C@@H]2N2C(=O)c3ccc(F)cc3NC(=O)[C@@]12C | ? | .
COc1ccc(C(=O)N2N=C(c3ccccc3)CC2(O)C(F)(F)F)cc1 (stereo not drawn) | ? | .
CCOC(=O)CSc1nc2c(sc(=S)n2Cc2ccco2)c(=O)n1-c1ccccc1 | 10.8% | -13.5
CCOC(=O)c1cccc(NC(=O)CCNS(=O)(=O)c2cc(Br)cnc2N)c1 | ? | .
COC(=O)c1ccccc1NC(=O)C1COc2ccccc2O1 (stereo not drawn) | ? | .
COCCNC(=O)C1CCN(S(=O)(=O)c2c(C)noc2/C=C/c2cccs2)CC1 | -4.6% | 1.5
COCC(C)Nc1ncnc2c1cnn2-c1ccc(Cl)cc1 (stereo not drawn) | -3.1% | -8.5
COc1cccc(NC(=O)Cn2c(=O)n(C)c(=O)c3sc4c(c32)COC(C)(C)C4)c1 | ? | .
O=C(Nc1ccc(N=Nc2ccccc2)c(NC(=O)C2CCCO2)c1)C1CCCO1 (stereo not drawn) | ? | .
CO/C=C/C#CC1(O)CCN(C)CC1 | ? | .
CC(C)(C)NC(=O)c1cc2c(ccc3ccccc32)oc1=O | ? | .
CCn1cc(Br)c(C(=O)NC(=S)Nc2ccc(C(=O)OC)cc2)n1 | ? | .
Cc1ccccc1CSc1nnc(Cn2c(=O)sc3ccccc32)n1C | 4.2% | -4.8
O=[N+]([O-])c1ccc(CSc2nnc(SCc3ccc(Cl)cc3)s2)cc1 | 8.0% | -10.2
Cc1ccc(C(C(=O)NC(C)(C)C)N(Cc2ccc3c(c2)OCO3)C(=O)c2ccc(CN3CCOCC3)o2)o1 (stereo not drawn) | ? | .
N#C/C(=C\c1ccccc1)c1n[nH]c(Cn2cncn2)n1 | 17.3% | 3.1
Cc1ccc(CN2CC(C(=O)Nc3ncc(C)s3)CC2=O)cc1 (stereo not drawn) | i | -10.9
COc1ccc(NC(=O)CSc2ncn(-c3ccccc3)n2)cc1Cl | ? | .
O=c1ccc(/C=C/c2ccccc2)nn1Cc1ccc(F)cc1 | ? | .
CCOC(=O)Nc1nnc(-c2ccccc2OC)s1 | 4.8% | -10.5
CNC(=O)NC(=O)CSc1nc2ccccc2n1CCOC | ? | .

Three entries drawn at random from the list so far:
Compound | S3 lipid droplet | S3 lipid droplet cell count max
COc1cccc(NC(=O)Cn2c(=O)n(C)c(=O)c3sc4c(c32)COC(C)(C)C4)c1 | ? | .
COC(=O)c1ccccc1NC(=O)C1COc2ccccc2O1 (stereo not drawn) | ? | .
Cc1ccccc1CSc1nnc(Cn2c(=O)sc3ccccc32)n1C | 4.2% | -4.8

Next records follow.
Molecule	S3 lipid droplet	S3 lipid droplet cell count max
COc1ccccc1C(CNC(=O)c1ccc(S(=O)(=O)N2CCCCC2)cc1)N(C)C (stereo not drawn)	?	.
COc1ccccc1CNS(=O)(=O)c1ccc(-c2cc(C)no2)cc1	?	.
CSc1ccc(/C=C(/NC(=O)c2ccco2)C(=O)NCc2ccco2)cc1	i	12.4
CC(C)NC(=O)C1CCN(C2CCN(C(=O)c3scc4c3CCCC4)CC2)CC1	?	.
c1ccc(CNn2nnnc2-c2ccccc2)cc1	?	.
CCOc1ccc(C(=O)NC2CCN(CC(=O)NCc3cccs3)CC2)cc1	15.4%	2.5
COC(=O)C(Cc1ccccc1)NC(=O)CC(C)CC(=O)Nc1ccc(C)cc1 (stereo not drawn)	?	.
O=C(CSCc1ccccc1)Nc1nccs1	i	-0.2

Carrying on.
Molecule	S3 lipid droplet	S3 lipid droplet cell count max
CC1CCCC(NC(=O)CN(C)CC(=O)Nc2cccc(F)c2)C1C (stereo not drawn)	?	.
CC(C)COc1ccc(CNC(=S)N/N=C/c2ccc([N+](=O)[O-])cc2)cc1	?	.
CCOc1ccc(-c2nc(CSc3nnc(N)s3)cs2)cc1OC	?	.
COC(=O)Nc1c(-c2ccccc2)nc2ccccn12	-11.7%	11.6
Clc1ccc(N=NN2CCOCC2)cc1	13.4%	-6.2
COc1ccccc1N(CC(=O)N/N=C(\C)c1ccc(F)cc1)S(=O)(=O)c1ccccc1	?	.
CCOC(=O)CNC(=O)N1CCCC(CNS(=O)(=O)Cc2ccccc2)C1 (stereo not drawn)	-11.4%	5.6
Cc1ccccc1-n1c(SCC(=O)N2CCN(c3ccccn3)CC2)nnc1N1CCOCC1	?	.

Later entries
Molecule	S3 lipid droplet	S3 lipid droplet cell count max
Cc1ccc(CNC(=O)c2cc3c(s2)CN(Cc2ccccc2)C3)cc1	-7.4%	-17.8
O=C(c1cn(-c2ccccc2)nc1-c1ccncc1)N1CCCCC1	i	6.2
Cc1cccc(NC(=O)CSc2nnnn2C2CCCC2)c1	?	.
C/C(=N\NC(=O)c1ccc(O)cc1)c1ccc(NC(=O)Cc2ccccc2)cc1	i	-14.5
CC(C)OCCCn1c(SC(C)C(=O)NC2CC2)nc2ccccc2c1=O (stereo not drawn)	i[0.0737 µM]	-5.1
O=C(NC(=S)N1CCCc2ccccc21)c1ccco1	?	.
COc1cccc(NC(=O)C2CCCO2)c1 (stereo not drawn)	?	.
O=C(CSc1nnc2ccc(-c3ccccc3)nn12)NCC1CCCO1 (stereo not drawn)	5.2%	.

The results go on.
Molecule	S3 lipid droplet	S3 lipid droplet cell count max
COc1ccc(OCCSc2nnc3sc4ccccc4n23)cc1	?	.
O=C(COC(=O)c1ccc2c(=O)n3c(nc2c1)CCC3)NC1CCS(=O)(=O)C1 (stereo not drawn)	19.9%	-7.4
Cc1ccc(S(=O)(=O)NCCc2cc3ccc(C)c(C)c3[nH]c2=O)cc1	?	.
CN=C1S/C(=C\c2ccc(N3CCOCC3)cc2C)C(=O)N1C	?	.
CC(Oc1ccc(-c2nnco2)cc1)C(=O)N1CCOCC1 (stereo not drawn)	2.1%	6.4
O=C(COC(=O)C1CC(O)CN1S(=O)(=O)c1ccc(Cl)cc1)c1ccccc1 (stereo not drawn)	19.6%	1.1
CCOc1ccc(S(=O)(=O)NNS(=O)(=O)c2ccc(C)cc2C)cc1	i	20.5
CCCOc1ccc(C(=O)c2nc3c(n2O)CCCCC3)cc1	i	4.1

Continued.
Molecule	S3 lipid droplet	S3 lipid droplet cell count max
C=C(C)c1cccc(C(C)(C)NC(=O)NNC(=O)c2ccccc2O)c1	i	4.5
O=C(c1coc(=O)c2ccccc12)N1CCN(Cc2ccccc2)CC1	?	.
COc1ccc(C(=O)C2CCCN(C3Cc4ccccc4C3)C2)cc1OC (stereo not drawn)	4.5%	9.5
O=c1c2c(-c3ccc(Cl)cc3)csc2ncn1/N=C/c1cccc([N+](=O)[O-])c1O	9.3%	-0.1
CCN(CC)S(=O)(=O)c1ccc(-c2nnc(SCC(=O)Nc3ccc4c(c3)OCO4)o2)cc1	?	.
COC(=O)Nc1cc(C)n(-c2ccccc2)n1	-9.3%	4.4
O=C(C1CC1c1ccccc1)N1CCN(c2cccc(Cl)c2)CC1 (stereo not drawn)	?	.
NC(=O)c1ccc(NC(=O)c2ccc3c(c2)CCN3S(=O)(=O)c2ccccc2)cc1	?	.

The results go on:
Molecule	S3 lipid droplet	S3 lipid droplet cell count max
O=C(O)c1ccc(NC(=S)NCc2ccccc2)cc1	4.2%	20.0
Cc1ccc(-c2cc(-c3ccccc3[N+](=O)[O-])[nH]n2)c(O)c1	?	.
CCN(CC(=O)NCc1ccc(F)cc1)C(=O)C1CC1C (stereo not drawn)	19.7%	8.3
CC(C)n1c(O)c(/C=C2\C=Nc3ccccc32)sc1=Nc1ccccc1	?	.
COc1ccc(C2c3c(oc4ccccc4c3=O)C(=O)N2Cc2ccncc2)cc1 (stereo not drawn)	i	10.8
O=C(/C=C/c1cc([N+](=O)[O-])ccc1OC(F)F)Nc1cccc(OC(F)F)c1	-1.0%	-20.3
O=C(Nc1c(F)c(F)c(F)c(F)c1F)NC1CCCCC1	?	.
O=C(NCc1ccco1)/C(=C\c1ccco1)NC(=O)c1cccs1	-21.6%	7.2

5 of the compounds above, with values under each structure.
Every second line gives: S3 lipid droplet, S3 lipid droplet cell count max
> CCN(CC(=O)NCc1ccc(F)cc1)C(=O)C1CC1C (stereo not drawn)
    19.7%, 8.3
> CC(C)n1c(O)c(/C=C2\C=Nc3ccccc32)sc1=Nc1ccccc1
    ?, .
> COc1ccc(C2c3c(oc4ccccc4c3=O)C(=O)N2Cc2ccncc2)cc1 (stereo not drawn)
    i, 10.8
> O=C(/C=C/c1cc([N+](=O)[O-])ccc1OC(F)F)Nc1cccc(OC(F)F)c1
    -1.0%, -20.3
> O=C(Nc1c(F)c(F)c(F)c(F)c1F)NC1CCCCC1
    ?, .

The listing continues.
Molecule	S3 lipid droplet	S3 lipid droplet cell count max
Cc1cccc2nc(CSc3nnnn3-c3ccccc3)cn12	9.7%[9.22 µM]	7.2
O=C(NCCN1CCOCC1)N1CCOCC1	?	.
CCc1ccc(C(=O)COC(=O)c2cccc(N3C(=O)c4c(C)nc5ccccc5c4C3=O)c2)cc1	6.4%	-6.2
CCOc1ccc(CN(C)C(=O)CN2C(=O)NC(c3ccccc3)(c3ccccc3)C2=O)cc1	13.4%	4.3
CCc1nnc(NC(=O)CSc2n[nH]c(-c3ccccc3O)n2)s1	-0.2%	-7.7
CCN(c1ccccc1)S(=O)(=O)c1ccc(C(=O)Nc2nnc(CSC)o2)cc1	?	.
COc1ccc(OC)c(C2NC(=O)NC(C)=C2C(=O)Nc2ccc(C)cc2C)c1 (stereo not drawn)	8.7%	-9.0
O=C(NCCOc1ccc(Cl)cc1)c1cccc(S(=O)(=O)N2CCCC2)c1	?	.

The listing continues.
Molecule	S3 lipid droplet	S3 lipid droplet cell count max
CCNC(=O)CC1C(=O)N(c2ccccc2)C(=O)N1CCc1ccc(OC)c(OC)c1 (stereo not drawn)	?	.
CC(C)C(NC(=O)C12CC3CC(CC(C3)C1)C2)C(=O)N/N=C/C1=C(N2CCOCC2)C(=C\c2ccc([N+](=O)[O-])cc2)/CC1 (stereo not drawn)	?	.
CS(=O)(=O)N1CCN(c2ccc(NC(=O)c3ccc([N+](=O)[O-])o3)cc2)CC1	7.8%	-0.5
COc1ccc(CNC(=O)CN(Cc2ccccc2)C(=O)CCC(=O)Nc2nccs2)cc1	i	-1.3
Cc1ccc(S(=O)(=O)NN2C(=O)c3ccccc3NC2c2ccco2)cc1 (stereo not drawn)	-1.5%	10.8
